Source: PubChem (several laboratories)
LANA DNA inh – inhibitors of KSHV LANA C-terminal domain DNA binding. 340,000 compounds, 0.078% hits. inhibition, % at 9 µM. MBP-C-LANA/FAM-LBS DNA binding, fluorescence polarization;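 active means highest replicate inhibition at or above 60% at 9 µM, even if other replicates fall short; inactive means all replicates below 60% inhibition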;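 further: 0% = neutral control wells and 100% = 4 µM acridine orange control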
Rtt109 Vps75 – C. albicans Rtt109 histone acetyltransferase inhibition; purified Rtt109/Vps75, ThioGlo CoA-SH fluorescence, 4 h; inhibition, % at 34.9 µM; 330,000 compounds, 0.16% hits; AID 540336;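 active means inhibition of at least 50% in every replicate; inconclusive means best replicate reaches 50% inhibition but some replicates fall short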
Target sequence (Q5AAJ8 whole entry, looked up): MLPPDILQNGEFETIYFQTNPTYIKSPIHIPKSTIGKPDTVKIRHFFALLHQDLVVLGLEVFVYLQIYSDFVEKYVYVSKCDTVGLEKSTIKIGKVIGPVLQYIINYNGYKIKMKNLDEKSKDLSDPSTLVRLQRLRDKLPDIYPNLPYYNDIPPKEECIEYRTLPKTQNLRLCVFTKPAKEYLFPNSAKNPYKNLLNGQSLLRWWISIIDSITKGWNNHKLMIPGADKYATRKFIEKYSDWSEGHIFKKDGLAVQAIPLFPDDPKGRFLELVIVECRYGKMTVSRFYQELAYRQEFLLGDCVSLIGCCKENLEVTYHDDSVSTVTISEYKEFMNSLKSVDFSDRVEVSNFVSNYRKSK
Keap1 Nrf2 FP – Keap1-Nrf2 (human) interaction inhibition; inhibition, % at 9.4 µM; 340,000 compounds, 0.15% hits; AID 504523; Q14145; Keap1 Kelch-Nrf2 peptide fluorescence polarization, 1536-well; in the data active means inhibition above about 12%; inconclusive means no clear call, values can overlap the other calls; inactive means below about 7.3%;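 further: human Keap1 Kelch domain with fluorescein labeled Nrf2 9mer peptide probe; 0% = neutral control wells and 100% = peptide positive control; higher means more block of Keap1 binding to Nrf2 peptide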
PfHsp90 yeast 2 – growth inhibition of yeast expressing Plasmodium Hsp90; inhibition, % at 9.4 µM; 310,000 compounds, 0.32% hits; S. cerevisiae expressing PfHsp90, BacTiter-Glo ATP, 48 h; yeast lacking PDR1 and PDR3 efflux regulators; AID 504621;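 active means every replicate shows inhibition above about 80%, whatever the replicate mean, limit read from the data; inconclusive means mean inhibition reaches the set limit but some replicate falls short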;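 further: 0% = DMSO neutral controls and 100% = 20 µM radicicol positive controls; yeast relying on Plasmodium falciparum Hsp90 in place of its own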
SUMO Mot1 rescue – blocks SUMOylation pathway, rescuing yeast Mot1-301 growth. S. cerevisiae Mot1-301 growth rescue, ATP luminescence, 38.5C; percent above DMSO median, 100 means doubled. growth rescue, % at 18.8 µM. 320,000 compounds, 1% hits;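 active means every valid replicate shows activation above 250% relative to neutral control wells; inactive means the rest, any valid replicate at or below 250%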;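 further: OY570 slx delta 5 strain wells were the positive control but not used for scaling; some compounds called inactive have numbers as strong as hits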
NSD2 HMT inh – inhibitors of human histone methyltransferase NSD2 | O96028 | AID 743445 | NSD2 peptide methylation, AlphaScreen, 120 min | 310,000 compounds, 0.54% hits | inhibition, % at 12.5 µM; in the data active means inhibition above about 50%
cardiac RTF act – cardiac RTF calcium sensitization. P19429+P45379. IANBD-labeled TnC RTF fluorescence at EC20 calcium; 0% EC20 calcium, 100% full calcium. AID 493008. 340,000 compounds, 0.24% hits. activation, % at 7.2 µM;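 active means activation above the mean over all tested compounds plus 3 SD, cut at about 30% in these data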;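 further: rise in fluorescence read as greater calcium sensitivity of cardiac thin filaments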
Cardiac RTF inh – cardiac RTF calcium desensitization. P19429+P45379. 340,000 compounds, 0.12% hits. IANBD-labeled cardiac RTF, Ca2+ fluorescence. AID 493244. inhibition, % at 7.15 µM;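 active means inhibition above the mean inhibition of all tested compounds plus 3 SD, cut at about 17% in these data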;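 further: assay run at fixed EC70 calcium of 1.6 mM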
PvdQ inh – blocks Pseudomonas aeruginosa PvdQ acylase activity; AID 488965; inhibition, % at 10 µM; purified PvdQ acylase, fluorescence plate reader; 340,000 compounds, 0.063% hits; in the data active means inhibition above about 30%, passing the limit was not always enough; inconclusive means no clear call, values can overlap the other calls;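 further: 0% = vehicle neutral wells and 100% = reference inhibitor wells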
dFosB act – enhances mouse delta FosB homodimer DNA binding | P13346 | purified delta FosB, TAMRA-CDK5 oligo fluorescence polarization; percent of positive-control signal above neutral wells | activation, % at 25 µM | 340,000 compounds, 0.99% hits;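 active means mean activation above about 17%, with every replicate also reaching it, limit read from the data, passing the limit was not always enough; inconclusive means only one of the two conditions met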;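 further: fluorescence polarization rise as delta FosB binds a TAMRA Cdk5 AP-1 oligo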
Target sequence (P13346 whole entry, looked up): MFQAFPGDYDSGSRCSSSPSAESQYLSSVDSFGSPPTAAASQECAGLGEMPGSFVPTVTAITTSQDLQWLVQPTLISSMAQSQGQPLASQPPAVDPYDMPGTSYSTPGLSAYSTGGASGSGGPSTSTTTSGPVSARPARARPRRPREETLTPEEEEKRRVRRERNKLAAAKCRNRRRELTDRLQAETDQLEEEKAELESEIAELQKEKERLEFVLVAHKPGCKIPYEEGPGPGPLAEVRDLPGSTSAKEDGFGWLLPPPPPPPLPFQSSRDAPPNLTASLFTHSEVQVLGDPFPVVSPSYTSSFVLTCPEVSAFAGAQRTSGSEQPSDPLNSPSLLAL
CDK5 inh – inhibitors of human CDK5/p35 kinase. inhibition, % at 10 µM. 330,000 compounds, 0.01% hits. Q00535+Q15078. Recombinant CDK5/p35, ADP-Glo luminescence, 60 min;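 active means highest replicate inhibition of at least 50% and at least 75% of replicates reaching 50%; inconclusive means only one of the two criteria met; inactive means both criteria failed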;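 further: plate controls were DMSO neutral control for no effect and GW8510 at 10 µM for full effect; many of its hits are not listed in these tables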
The depositor's hits bear a star; ? = inconclusive; · = no result given.

SMILES | LANA DNA inh | Rtt109 Vps75 | Keap1 Nrf2 FP | PfHsp90 yeast 2 | SUMO Mot1 rescue | NSD2 HMT inh | cardiac RTF act | Cardiac RTF inh | PvdQ inh | dFosB act | CDK5 inh
N#Cc1ccc(S(=O)(=O)NC[C@H]2O[C@@H](n3cnc4c(N)ncnc43)[C@H](O)[C@@H]2O)cc1 | 0.6 | 1 | 1 | 6 | · | · | 3 | -7 | -13 | -3 | 0.8
FC(F)(F)c1nnc2ccc(N3CCOCC3)nn12 | 2.4 | 14 | -4 | -8 | · | -4 | 0 | 0 | -18 | 4 | 1.7
CC(C)CN1C=C2C(=O)C(C)(OC(=O)CCc3ccccc3)C(=O)C=C2C=C1c1ccc(C#N)cc1 (configuration not stated) | -0.3 | -1 | -2 | -23 | 1 | · | 4 | -13 | -16 | -5 | -0.3
CSc1ccc(Cl)c(C(=O)NCCOc2ccccc2)c1 | -0.1 | -3 | -2 | 30 | -5 | -7 | 3 | -11 | -17 | -7 | -0.3
CC1Cc2cc(S(=O)(=O)N3CCN(C)CC3)ccc2N1C(=O)C1CC1 (configuration not stated) | -1.9 | 24 | 0 | 5 | -13 | 1 | -3 | -4 | 1 | -7 | 1.0
CCOc1ccc(NS(=O)(=O)c2ccc(C(=O)NCC(c3ccccc3OC)N3CCCC3)cc2)cc1 (configuration not stated) | 1.6 | 10 | 0 | 0 | -7 | 6 | 5 | -4 | -10 | 3 | -0.7
CCOc1ccc(N2CC(=O)N(c3ccc(OCC)cc3)CC2=O)cc1 | -1.4 | 1 | 4 | 2 | · | -2 | 2 | 3 | 0 | -3 | 2.6
CCN(CC)C(=O)C(=O)c1cn(CC(=O)N2CCc3ccccc3C2)c2ccccc12 | 1.0 | -6 | 1 | 4 | -19 | 4 | 0 | 13 | 6 | -9 | -1.0
O=C(COC(=O)CNC(=O)c1ccc(Cl)cc1Cl)NC1CC1 | 3.0 | 9 | -2 | · | -10 | -1 | -2 | 3 | 8 | -4 | 4.2
COc1ccc(CCNC(=O)CN2C(=O)CSc3ccc(S(=O)(=O)N4CCOCC4)cc32)cc1OC | 1.8 | 3 | -1 | -16 | 2 | 1 | -4 | -5 | -6 | 1 | 0.5
O=C1OC(Oc2ccc(Br)cc2)(c2ccccc2)c2ccccc21 (configuration not stated) | -2.0 | 4 | 1 | 5 | · | -2 | 4 | -3 | 13 | 4 | -0.9
CCN(CC)S(=O)(=O)c1cc(C(=O)O)ccc1Cl | 1.0 | -10 | 3 | -2 | -7 | 8 | -4 | -14 | -12 | -1 | -0.4
Cc1cccc(C2c3[nH]c4ccccc4c3CCN2C(=O)c2cc(-c3cccn3C)n[nH]2)n1 (configuration not stated) | -2.1 | 6 | -2 | -3 | -12 | -6 | -1 | 10 | -4 | -7 | 1.2
CCCOc1ccc(N2C(=O)CC(N(CCc3ccc(OC)cc3)C(=O)/C=C/C(=O)O)C2=O)cc1 (configuration not stated) | 0.5 | 17 | -5 | -1 | 4 | -1 | · | · | 2 | 8 | -0.6
Oc1ccc(-n2cnnn2)cc1 | 0.2 | · | -1 | · | -3 | -1 | -1 | -1 | -10 | -2 | -1.2
CCCNc1nc(Cl)nc(Nc2ccc(Cl)cc2)n1 | -2.1 | 9 | 1 | -5 | -13 | -3 | -3 | -11 | -5 | ? | -1.6
COc1ccc(C(=O)NNC(=O)C(=O)Nc2ccc(C)cc2)cc1 | -0.7 | 1 | -6 | 19 | -3 | -1 | 10 | 8 | -19 | -3 | -1.8
CCc1nnc(NC(=O)CSc2nc3c(cc2C#N)CCC3)s1 | 1.4 | -1 | -4 | -42 | 9 | 1 | 6 | -19 | -12 | 12 | -1.8
CC1(C)CC2CC(C)(CN2C(=O)c2cc(-c3ccc(O)cc3)on2)C1 (configuration not stated) | -1.4 | 26 | 4 | 17 | 11 | 4 | 0 | 2 | 16 | -16 | 0.8
CCOc1ccc(CSCCNC(=S)Nc2ccc(OC)cc2)cc1 | -1.0 | 6 | -8 | 8 | -8 | -1 | -1 | 5 | 7 | 2 | 0.9
CCCC(=O)Nc1nnc(S(=O)(=O)N(CC)c2ccc(OC)cc2)s1 | -2.6 | -6 | -4 | -4 | 142 | -3 | 9 | 0 | -15 | 3 | 2.9
COc1ccc(C)cc1NS(=O)(=O)c1ccc2c(c1)N(C)CCO2 | -1.3 | 16 | 2 | 11 | -16 | 27 | -1 | 6 | 0 | -2 | 1.1
Cc1ccc(OCCc2csc(N)n2)cc1 | -0.5 | 3 | 0 | · | 19 | 4 | 9 | -4 | -12 | -9 | 0.9
O=C(COC(=O)c1cccs1)NCCC1=CCCCC1 | -0.1 | -11 | 1 | -2 | 12 | -3 | 10 | 8 | -7 | 1 | -0.4
Cc1ccc(Cn2nnnc2CN2CCC(O)(c3ccc(F)cc3)CC2)cc1 | 1.9 | 4 | 4 | -38 | -3 | 4 | -4 | -1 | 12 | -2 | 5.9

Next section, overlapping the part above by 2 compounds.
SMILES | LANA DNA inh | Rtt109 Vps75 | Keap1 Nrf2 FP | PfHsp90 yeast 2 | SUMO Mot1 rescue | NSD2 HMT inh | cardiac RTF act | Cardiac RTF inh | PvdQ inh | dFosB act | CDK5 inh
O=C(COC(=O)c1cccs1)NCCC1=CCCCC1 | -0.1 | -11 | 1 | -2 | 12 | -3 | 10 | 8 | -7 | 1 | -0.4
Cc1ccc(Cn2nnnc2CN2CCC(O)(c3ccc(F)cc3)CC2)cc1 | 1.9 | 4 | 4 | -38 | -3 | 4 | -4 | -1 | 12 | -2 | 5.9
COc1cc(/C=N/NC(=O)c2ccncc2)ccc1OC(=O)c1ccccc1Cl | -0.7 | -5 | 0 | -5 | 24 | 0 | 3 | -9 | -4 | -20 | 0.6
CC1CCCN(C(=O)COC(=O)COc2ccc(Cl)cc2)C1 (configuration not stated) | -2.3 | -3 | -3 | -12 | 4 | -1 | 6 | -8 | -11 | -2 | -1.7
Cc1cc(-n2cccn2)ccc1CN1CCN(C2CCCC2)C(CCO)C1 (configuration not stated) | 0.2 | -6 | -2 | 4 | · | 5 | 4 | 1 | -1 | -5 | 0.7
Fc1ccc(CN2C3=NCCCN3c3ccccc32)cc1 | -0.1 | 1 | 2 | 1 | -3 | -1 | -3 | -10 | -2 | 6 | 0.4
FC(F)(F)c1ccc(Oc2ccc3c(C(F)(F)F)cc(C(F)(F)F)nc3n2)cc1 | -0.5 | 4 | 2 | · | 4 | 13 | -3 | -8 | -4 | 3 | 1.0
O=C1[C@H]2CC3CCC2(O3)[C@@H]2OCCCN12 (some centres not stated) | 0.7 | -3 | -5 | 7 | -6 | · | 4 | -5 | -1 | 0 | -8.4
COc1ccc(C(C)=O)cc1COc1ccc(-n2cnnn2)cc1 | 22 | 5 | -4 | -13 | -10 | -2 | -5 | -1 | 6 | -23 | 1.1
O=C(NCCCn1ccnc1)/C(=C\c1cccnc1)NC(=O)c1cccc(Br)c1 | -1.8 | 4 | 0 | -3 | 18 | 7 | 0 | -12 | 10 | -8 | -1.3
O=C(OCC(=O)N1CCCCCC1)c1ccc[nH]c1=O | 10 | -2 | -1 | 10 | 3 | -3 | -1 | -10 | -15 | 3 | -7.7
NC1=NC(=O)/C(=C\c2ccco2)S1 | 4.7 | -8 | -5 | 5 | 13 | 30 | -2 | -1 | -4 | -11 | 2.0
CN1CCN(c2nc3c(c(=O)n(C)c(=O)n3C)n2CC(=O)C23CC4CC(CC(C4)C2)C3)CC1 | -1.1 | -2 | -3 | 5 | 218 | 5 | 1 | -5 | -17 | 0 | -3.7
Nn1c(COc2ccccc2)nnc1SCc1cc(=O)[nH]c2ccccc12 | -1.3 | -7 | -3 | -4 | 42 | 0 | 0 | -6 | 8 | -10 | 0.3
Cc1ccccc1NC(=O)CSC1=C(C#N)C(c2ccsc2)CC(=O)N1 (configuration not stated) | 0.4 | 7 | 1 | 3 | · | 2 | -2 | -7 | -1 | -7 | 1.4
O=C(c1ccccc1)N1CCc2ccccc21 | -1.2 | 1 | -4 | -12 | 4 | 2 | 15 | 3 | -21 | -5 | -2.9
COc1cccc(/C=C(/C(=O)OCC(N)=O)c2ccccc2)c1 | -1.5 | 1 | -8 | 11 | 4 | -2 | -2 | -9 | 14 | -6 | 1.9
CCOC(=O)c1csc(NC(=O)CSc2nnnn2CC)n1 | -0.2 | 0 | 7 | -2 | 241 | -4 | 4 | -12 | -14 | -2 | -1.7
NS(=O)(=O)c1ccc(N=Nc2c(O)ccc3ccccc23)cc1 | 0.3 | 4 | -2 | -5 | 23 | 4 | 4 | 10 | -21 | -3 | 2.0
O=[N+]([O-])c1cccc(/C=N/N2CCN(c3ccccn3)CC2)c1 | 3.4 | -1 | -1 | -24 | 469 | 3 | 3 | 9 | 3 | 1 | -0.7
COc1cccc(/C=N/NC(=O)c2ccc(=O)n(C)c2)c1OC | -1.2 | -7 | 2 | -71 | -11 | -1 | 0 | -3 | -16 | 0 | 1.1
Cc1nc2sc3c(c2c(=O)n1N)CCC3 | -1.2 | 5 | -2 | 14 | -5 | 3 | 1 | 3 | -8 | -5 | -0.6
CCC1(C(=O)OC)NC(c2ccco2)C2C(=O)N(c3ccccc3)C(=O)C21 (configuration not stated) | 3.2 | -4 | -1 | · | 10 | 5 | 12 | -12 | 4 | -3 | -0.4
COc1cc(-c2csc(C)n2)ccc1O | -1.6 | 10 | -9 | 19 | 58 | -4 | 5 | -3 | -14 | -4 | 1.2
CCNC(=S)Nc1cccc(F)c1C | -1.5 | 2 | -4 | -5 | 8 | 2 | · | · | -2 | -4 | 1.2
CC1=[N+]([O-])C(C)(C)C(C)N(O)C1=O (configuration not stated) | -1.0 | 10 | -4 | -10 | 1 | -2 | -4 | 8 | 5 | 11 | 5.7
CCOc1ccc(C(=O)COC(=O)CN2C(=O)NC3(CCCCC3C)C2=O)cc1 (configuration not stated) | -1.4 | 6 | -2 | 2 | -8 | -1 | -1 | 1 | 0 | -5 | 0.6
O=C(/C=C/c1ccccc1Cl)NCCN1CCOCC1 | -0.7 | · | -5 | 26 | 5 | · | 4 | -10 | -18 | 1 | 0.5
COc1ccc(C)cc1NC(=O)C1CCCN(S(=O)(=O)c2cccc3nonc23)C1 (configuration not stated) | 0.8 | 9 | 2 | -31 | · | -3 | -1 | 10 | 16 | -1 | ·
CCn1cc([C@@H]2C[C@H]3CN(Cc4cccc(Cl)c4)C(=O)[C@]34CCCN24)c(C)n1 | -0.4 | -6 | -2 | -3 | -8 | 0 | 5 | 2 | -13 | 1 | -4.1
CCCC(c1nnnn1Cc1cccs1)N1CCN(c2nc3ccccc3s2)CC1 (configuration not stated) | -0.2 | -9 | 0 | -4 | 10 | -4 | 1 | 4 | -12 | -11 | 0.1
COc1ccc(C(CNC(=O)c2oc3cc(Br)ccc3c2C)N2CCCCC2)cc1 (configuration not stated) | -0.1 | 6 | 1 | -6 | -16 | 12 | -5 | -4 | -11 | -13 | -1.7
